PfHsp40 rescue – compounds rescuing yeast from Plasmodium falciparum HSP40 toxicity; S. cerevisiae expressing PfHsp40, growth rescue, ATP luminescence; growth rescue, % at 12.5 µM; 340,000 tested, 0.68% active; AID 504582; in the data active = growth rescue above about 28%, passing the limit was not always enough; inconclusive = no clear call, values can overlap the other calls;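 also: yeast W303a lacking pdr1 and pdr3 grown in galactose medium; growth measured after three days at 30 °C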
TcdB inh – inhibitors of Clostridioides difficile toxin B glycohydrolase | AID 652162 | inhibition, % at 9.99 µM | P18177 | 350,000 tested, 0.24% active | TcdB glycohydrolase enzymatic assay, plate reader; in the data active = inhibition above about 10%
Anthrax LF prot – blocks Bacillus anthracis lethal factor protease; P15917; multiplex microsphere protease cleavage assay, LF; inhibition, % at 10 µM; 360,000 tested, 0.12% active; AID 588501; also: plate controls were buffer without enzyme for full effect and enzyme alone for no effect
FadD28 binding – inhibitors of Mycobacterium tuberculosis FadD28 bisubstrate binding; FadD28 bisubstrate probe binding, fluorescence polarization; inhibition, % at 12.5 µM; 360,000 tested, 0.22% active; AID 588549; in the data active = inhibition above about 8.5%, passing the limit was not always enough; inconclusive = no clear call, values can overlap the other calls
BoNT A protease – inhibitors of Botulinum neurotoxin A light chain protease | 360,000 tested, 0.17% active | multiplex microsphere protease substrate cleavage, flow cytometry | inhibition, % at 10 µM; also: plate controls were buffer without enzyme for full effect and enzyme alone for no effect
CCHF vOTU inh – CCHFV vOTU protease inhibition; Pep-AMC fluorescence; inhibition, % at 11.5 µM; 370,000 tested, 0.55% active; in the data active = inhibition above about 30%; also: 0% = vehicle wells with enzyme and 100% = no enzyme wells
BoNT-F LC inh – inhibitors of Botulinum neurotoxin F light chain protease. Multiplex microsphere protease cleavage assay, flow cytometry. 360,000 tested, 0.22% active. inhibition, % at 10 µM; in the data active = inhibition above about 35%, passing the limit was not always enough; inconclusive = no clear call, values can overlap the other calls; also: plate controls were buffer without enzyme for full effect and enzyme alone for no effect
PrPC surface inh – inhibitors of human cell surface prion protein PrPC | P04156 | TR-FRET read-out | inhibition, % at 13.8 µM | 370,000 tested, 0.43% active | AID 720596; in the data active = inhibition above about 24%; also: 0% = median of the test wells and 100% = reference compound wells
Y pestis TopoI – Y. pestis Topo-I inhibition via cleavage products; AID 504884; 360,000 tested, 0.064% active; activity, % at 10 µM; Y. pestis Topo-I cleavage product accumulation, plate reader; in the data active = activity above about 50%, passing the limit was not always enough; inconclusive = no clear call, values can overlap the other calls; also: inactives centre near 2
* = called active by the depositor; ? = inconclusive; nt = not tested or not shown. Rule as the data show it, unless noted: active = inhibition above about 30%; inconclusive = no clear call, values can overlap the other calls; inactive = below that.

Each structure is followed by: PrPC surface inh	FadD28 binding	CCHF vOTU inh	PfHsp40 rescue	BoNT-F LC inh	BoNT A protease	TcdB inh	Y pestis TopoI	Anthrax LF prot
O=C(O)CC(C(=O)O)c1cn(Cc2ccccc2)c2ccccc12 (stereo not given)
  4	-3.1	5	0.2	-3	-0.1	nt	-5	-2
CC(CCc1ccccc1)NC(=O)c1nnc(Cc2ccc(F)cc2)o1 (stereo not given)
  7	-3.2	-2	0.2	0	-0.2	-4.2	10	-4
Cc1cc[n+](-c2ccccc2)c2ccccc12
  -16	-2.1	2	1.6	-29	1.2	0.6	-2	-11
O=C(O)/C=C/C(=O)Nc1ccc(Cl)c(C(=O)O)c1
  0	-2.5	-8	-1.2	?	?	-0.4	6	6
CCc1cc(=O)oc2cc(OCC(=O)N3CCCc4ccccc43)ccc12
  -8	-1.3	-2	-0.2	-4	0.7	nt	-9	-3
CC(NC(=O)c1cccc(Br)c1)c1ccccc1 (stereo not given)
  1	-1.7	-2	-1.1	0	-0.5	1.5	6	-2
COc1ccc(CCN(C)c2ccc(C(N)=O)cc2[N+](=O)[O-])cc1OC
  -13	0.4	-3	-0.4	-6	-0.5	1.0	-11	-5
O=C(Nc1ccccc1Cl)c1ccn[nH]1
  4	0.0	10	-0.1	3	0.0	nt	-2	-1
CC(C)CC(NC(=O)OC(C)(C)C)c1cn([C@@H](CCC(=O)OC(C)(C)C)C(=O)N2CCN(C(=O)OC(C)(C)C)CC2)nn1 (stereo not given in full)
  2	1.9	-2	1.0	-7	-0.3	-0.1	22	-5
CCOC(=O)N1CCc2c(sc(NC(=O)C3COc4ccccc4O3)c2C(N)=O)C1 (stereo not given)
  -6	-1.1	4	-0.4	-4	-0.9	0.6	11	-1
COc1ccc(C(C#N)Nc2ccccc2C)cc1 (stereo not given)
  3	-1.5	3	-0.3	-4	0.1	nt	-3	0
S=C(NCc1ccc2c(c1)OCO2)Nc1ccc2nsnc2c1
  -33	-4.7	-11	0.3	-4	11	0.3	-18	2
CCCCCCCNC(=O)CC(NS(=O)(=O)c1ccc(NC(C)=O)cc1)C(C)C (stereo not given)
  4	-1.7	0	0.4	-11	-0.2	nt	-5	-1
CCCC(=O)OCC(=O)Nc1ccc2[nH]c(=O)[nH]c2c1
  4	-1.0	-9	1.0	1	-0.3	0.6	-4	-6
O=C(CN1C(=O)C(=O)N(C2CCCC2)C1=O)Nc1cc(Cl)ccc1[N+](=O)[O-]
  6	nt	5	-1.1	-8	0.6	-0.9	0	-10
CCOc1cc(-c2nc(-c3ccc(C)nc3OCC)no2)cc(OCC)c1OCC
  -1	-0.2	-14	-1.0	-1	?	nt	8	-6
Cc1cnc(C(=O)OCC(=O)Nc2ccc3c(c2)OCCO3)cn1
  -3	-1.0	3	1.5	-2	0.4	0.5	11	0
CCOC(=O)N1CCN(c2nnnn2-c2ccccc2)CC1
  -3	-2.4	7	-1.0	-16	1.3	nt	-3	2
O=C(CSc1nnc(Cc2ccccc2)n1-c1ccc(Cl)cc1)N1CCOCC1
  -10	-4.4	-14	-0.2	-10	-0.5	0.6	-4	-3
Cc1cc(NC(=O)Cc2cc(F)cc(F)c2)no1
  -1	-0.4	-12	-2.8	17	0.0	1.2	-4	-2
CCc1nc2ccc(C(=O)N(C)CCN(C)C)cn2c1N(C)Cc1cc2ccccc2s1
  -5	-0.8	9	nt	-4	-0.4	-0.1	5	-14
Cc1cc2nnc(SCC(=O)NCC3CCCO3)n2c2ccccc12 (stereo not given)
  3	-0.9	13	-1.1	0	0.1	0.7	7	-18
Cc1cc(C(=O)OCC(=O)Nc2ccccc2F)c(C)o1
  4	2.0	15	-1.1	nt	nt	nt	-3	nt
CCNC(=O)C1(C)CCCN(C(=O)C2(c3ccc(Cl)cc3)CCCC2)C1 (stereo not given)
  9	-3.1	4	nt	-3	-0.4	-8.4	25	-7
CCCc1nnc(NC(=O)c2cccs2)s1
  -3	-1.0	-6	-1.2	-3	-0.8	nt	-2	0
Cc1ccc2nc(N3CCN(c4cccc(C)c4C)CC3)c3nnnn3c2c1
  -3	-3.2	-7	-1.1	6	3.3	nt	-3	-1
Cc1ccc(CNC(=O)CSc2nnnn2C)cc1
  7	-0.9	11	-0.2	-10	-0.2	nt	-3	-14
CCN(CC)c1cc(C)c2cc(NC(=O)c3cccs3)ccc2n1
  -9	-3.7	11	0.2	-2	1.2	1.0	-20	-4
CC(=O)c1ccccc1OC(=O)c1ccc(-c2ccccc2)cc1
  -10	-1.6	14	1.2	nt	nt	0.5	15	nt
COc1ccc(/C=c2\s/c(=C\C(=O)C(C)(C)C)[nH]c2=O)cc1O
  -13	-1.6	5	1.4	-7	-0.5	4.8	-16	2
O=C(Nc1cccc(C(F)(F)F)c1)c1cccnc1N1CCCC1
  2	-0.5	-1	2.2	3	-0.3	nt	1	4
CCOC(=O)CC(=O)CSc1nc2c(C)c(C)ccc2cc1C
  7	-1.4	0	0.1	3	-0.8	nt	19	11
O=C(NN=Cc1ccc(O)cc1O)c1ccccc1NS(=O)(=O)c1cccs1
  13	2.5	13	70*	-8	0.7	2.8	-8	-1
CCC1CCCCN1C(=O)CSC1=NN2CCCC(=O)N=C2S1 (stereo not given)
  8	-2.4	7	0.2	-1	0.0	-0.2	9	0
Cc1ccc(N2C(=O)CC(=O)NC2=O)cc1
  5	-2.4	-9	-1.2	-2	-0.5	4.7	-7	-2
CCOc1ccc(C(=O)NCC(=O)OCc2c(F)cccc2Cl)cc1OCC
  0	2.9	-2	0.7	0	0.3	-0.8	-3	0
O=S(=O)(c1ccc(S(=O)(=O)N2CCCC2)cc1)N1CCCCCC1
  -1	-0.3	-2	1.1	-10	-0.4	1.7	7	0
COc1cccc(C2NC(=S)NC(C)=C2C(=O)c2ccccc2)c1OC (stereo not given)
  11	-0.4	6	-0.9	-3	-0.9	2.5	0	-6
CCCC(=O)c1cc2cc(Cl)ccc2oc1=O
  -6	-1.6	-4	0.6	16	1.9	nt	-1	10
Cc1c(C(=O)NCC(c2ccco2)N2CCCC2)sc2ccccc12 (stereo not given)
  -7	-5.6	-10	1.6	3	-0.1	1.3	12	-8
Cc1csc2c(N3CCN(C(=O)Nc4ccccc4)CC3)ncnc12
  2	-1.3	-5	0.2	-2	0.7	0.4	-2	-9
Cc1nnc(NC(=O)c2nn(CC(C)C)c(=O)c3ccccc23)s1
  2	-1.9	-1	0.7	1	0.0	1.4	5	4
COc1ccc(-c2cc(C(=O)OCC(=O)c3ccc(C)c([N+](=O)[O-])c3)c3ccccc3n2)cc1
  -4	-3.3	1	0.3	11	5.3	nt	-6	5
Cc1c(C(=O)NNC(=S)Nc2cccc(Cl)c2)nnn1-c1ccccc1
  4	0.1	7	13	-1	-0.6	nt	3	0
CCC1(CC)NC(=O)N(CC(=O)OC(C)C(=O)Nc2ccc(NC(C)=O)cc2)C1=O (stereo not given)
  -9	0.2	8	0.7	9	4.6	2.9	-1	-1
CCOc1ccc(CN(CCO)CCO)cc1[N+](=O)[O-]
  -10	-2.4	9	-1.2	-5	-0.5	nt	-7	-2
CCOC(=O)C1CCCN(S(=O)(=O)c2ccccc2)C1 (stereo not given)
  5	-0.2	1	0.7	6	1.6	nt	3	-1
O=C(CNC(=O)c1ccc(Cl)cc1)NNc1c(F)c(F)cc(F)c1F
  11	-2.4	-3	0.5	-9	0.0	-0.3	1	-2
CS(=O)(=O)c1ccc(Cl)c(NC(=O)COC(=O)c2ccc(F)cc2Cl)c1
  2	-0.7	-11	-0.4	1	0.3	0.7	-1	-3
OC(COC1CCCCC1)CN1CCN(c2ccccc2)CC1 (stereo not given)
  -2	-4.0	20	0.2	-6	-2.6	nt	5	-6
O=C(NCC1CCN(C(=O)c2cccc([N+](=O)[O-])c2)CC1)c1cccc([N+](=O)[O-])c1
  -27	-3.9	-12	0.2	6	-3.0	0.6	3	4
CCn1cc(C(=O)O)c(=O)c2cc(F)c(N3CCN(S(=O)(=O)c4ccc5c(c4)OCCO5)CC3)cc21
  -1	-0.8	3	-0.5	1	-1.0	5.4	-2	-1
CN(C)c1nnnn1-c1ccc(Cl)cc1Cl
  -1	-2.1	14	-2.0	-2	-0.6	-0.7	6	0
OC1CCN(c2ncnc3c2nnn3Cc2c(F)cccc2Cl)CC1
  3	-4.3	11	-0.3	-26	-2.0	nt	-11	0
O=C(NCCC1=CCCCC1)C1CCN(S(=O)(=O)c2cccs2)CC1
  nt	-1.9	nt	0.5	-12	-0.2	0.9	11	-3
O=C(O)C1CCCN1C(=O)OCC1c2ccccc2-c2ccccc21 (stereo not given)
  5	-0.9	-7	-1.6	?	?	-3.7	7	6
COc1ccc(-c2nn(Cc3ccccc3)cc2C(=O)N2CCN(c3ccccn3)CC2)cc1OC
  -5	-3.4	-6	6.8	-4	0.0	-2.9	11	1
CC(=O)Nc1ccc(-c2nn[nH]n2)cc1Cl
  4	-1.1	1	-0.6	4	1.3	nt	2	1
CS(=O)(=O)N1CCN(C/C=C/c2ccccc2)CC1
  8	-3.1	-4	-0.1	5	1.2	nt	-7	2
CCOc1ccc(N2CC(C(=O)OC)CC2=O)cc1 (stereo not given)
  2	-4.0	10	-1.4	-4	-0.5	nt	-5	-12

Laid out differently: two of the compounds above
SMILES | PrPC surface inh | FadD28 binding | CCHF vOTU inh | PfHsp40 rescue | BoNT-F LC inh | BoNT A protease | TcdB inh | Y pestis TopoI | Anthrax LF prot
CCOC(=O)CC(=O)CSc1nc2c(C)c(C)ccc2cc1C | 7 | -1.4 | 0 | 0.1 | 3 | -0.8 | nt | 19 | 11
O=C(CNC(=O)c1ccc(Cl)cc1)NNc1c(F)c(F)cc(F)c1F | 11 | -2.4 | -3 | 0.5 | -9 | 0.0 | -0.3 | 1 | -2

(next part)
Each structure is followed by: PrPC surface inh	FadD28 binding	CCHF vOTU inh	PfHsp40 rescue	BoNT-F LC inh	BoNT A protease	TcdB inh	Y pestis TopoI	Anthrax LF prot
O=C(N/N=C/c1ccccn1)c1ccc([N+](=O)[O-])cc1
  -3	0.6	-9	-0.1	-5	-0.9	-0.5	-5	6
CCn1c(CNc2ccc(C)cc2)nnc1SCC(=O)NCc1ccccc1
  -5	-0.5	-11	-0.3	-5	0.4	-0.4	-1	4
COc1cccc(CN(C)CC(O)COc2cc(Cl)ccc2Cl)c1 (stereo not given)
  8	-2.8	6	1.2	4	0.8	2.4	8	-1
CCOC(=O)C1CCCN(C(=O)Cn2nc(C)n3c(cc4c(OC)cccc43)c2=O)C1 (stereo not given)
  -2	0.6	-145	-1.1	0	1.2	0.9	22	5
O=C(N/N=C/c1cccnc1)c1ccc(NC(=O)c2ccccc2Cl)cc1
  -10	-2.2	1	0.5	0	-3.4	-0.5	-3	12
COc1cc(/C=C2/N=C(c3ccccc3)OC2=O)c(F)cc1OCc1ccccc1
  4	-9.5	9	-1.1	4	4.6	0.6	-6	16
CCOC(=O)C1=C(c2ccccc2)Nc2ncnn2C1c1cc(OC)cc(OC)c1OC (stereo not given)
  1	-2.7	1	-1.3	8	-0.1	nt	8	-6
O=C(c1cc(COc2ccc(F)cc2Cl)on1)N1CC[C@@H]2CCCC[C@H]2C1
  0	-4.0	12	3.8	-3	0.5	1.7	34	2
COc1ccc(Cl)cc1NC(=O)Cn1c(C)csc1=O
  5	-0.7	18	-0.4	-4	-0.5	0.5	2	0
Cc1occc1C(=O)Nc1cccc([N+](=O)[O-])c1
  -7	-0.2	-3	-0.2	-4	-0.1	nt	-9	-1
CN(C)CCCNC(=O)CC1C[C@H](C(=O)N2CCCCC2)[C@@]2(CCc3ccccc3)c3[nH]c4ccccc4c3CCN2C1=O (stereo not given in full)
  -12	-1.0	-4	-0.8	-1	-0.2	1.3	1	-4
CCOC(=O)C1=C(COC(=O)CNS(=O)(=O)c2ccc(C)cc2)NC(=O)NC1C (stereo not given)
  0	-1.1	4	0.1	-7	-0.9	-0.1	-3	-2
Cc1ccc(NS(=O)(=O)c2cccc3cccnc23)c(Cl)c1
  5	-2.8	37*	-0.7	?	1.0	-5.5	-5	-5
